ERAP1 HTS inh – blocks human ERAP1 aminopeptidase activity; Q9NZ08; recombinant ERAP1, Leu-AMC fluorescence, 60 min; inhibition, % at 10.7 µM; hit rate 0.15% among 340,000;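 active means mean replicate inhibition of at least 30%, or all replicates individually reaching that 30% level; inactive means mean below 30% and not every replicate reaching it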;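 further: 0% = neutral control wells and 100% = L-leucinethiol positive control wells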
Target sequence (Q9NZ08 whole entry, looked up): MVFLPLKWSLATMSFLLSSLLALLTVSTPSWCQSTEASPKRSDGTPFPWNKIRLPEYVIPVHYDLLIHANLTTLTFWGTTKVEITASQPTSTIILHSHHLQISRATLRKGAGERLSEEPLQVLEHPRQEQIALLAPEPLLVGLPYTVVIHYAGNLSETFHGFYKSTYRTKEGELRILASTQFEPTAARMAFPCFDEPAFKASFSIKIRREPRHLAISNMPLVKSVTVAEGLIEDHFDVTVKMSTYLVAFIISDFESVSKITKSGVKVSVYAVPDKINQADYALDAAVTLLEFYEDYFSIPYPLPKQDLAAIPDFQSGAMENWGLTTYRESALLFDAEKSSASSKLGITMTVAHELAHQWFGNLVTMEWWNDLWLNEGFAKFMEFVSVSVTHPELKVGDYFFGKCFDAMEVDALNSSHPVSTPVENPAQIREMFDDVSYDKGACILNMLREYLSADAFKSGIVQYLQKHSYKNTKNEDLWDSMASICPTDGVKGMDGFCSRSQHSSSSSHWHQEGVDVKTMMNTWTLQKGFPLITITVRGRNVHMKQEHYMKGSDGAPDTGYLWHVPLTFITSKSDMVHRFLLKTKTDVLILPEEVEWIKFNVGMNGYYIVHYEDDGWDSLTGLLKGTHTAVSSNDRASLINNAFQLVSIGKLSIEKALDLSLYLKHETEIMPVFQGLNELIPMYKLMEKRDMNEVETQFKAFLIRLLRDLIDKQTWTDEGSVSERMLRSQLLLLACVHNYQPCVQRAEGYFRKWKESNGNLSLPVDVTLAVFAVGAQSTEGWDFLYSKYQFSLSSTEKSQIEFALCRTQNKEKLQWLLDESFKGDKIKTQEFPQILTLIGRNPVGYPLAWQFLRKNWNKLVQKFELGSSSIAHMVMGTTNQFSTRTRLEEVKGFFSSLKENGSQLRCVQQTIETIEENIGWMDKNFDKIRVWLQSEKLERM
RAD52 inh – inhibitors of human RAD52 DNA annealing; hit rate 0.46% among 360,000; AID 651710; recombinant RAD52 DNA annealing, FRET fluorescence; inhibition, % at 18.7 µM;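 active means every replicate showing at least 50% inhibition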
E-selectin induc – induces E-selectin expression in human endothelial cells; P16581; HUVEC E-selectin immunofluorescence imaging; normalized: neutral wells 0, TNF-alpha wells 100; activation, % at 7.58 µM; hit rate 0.37% among 260,000; AID 686992;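 active means mean E-selectin-positive cell signal at least 10% of the positive control, reached in at least 60% of replicates, without over 20% cell loss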;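 further: in these data hits start at about 27%; measured in HUVEC primary endothelial cells; signal is the percent of cells scored E-selectin positive by PE staining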
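Read-out basis: % PE-positive cells; Test system: HUVEC primary endothelial cells; Technique: immunofluorescence imaging; Dosing: single-point compound dose.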
* hit, by the source's call. The list is partial. The share of hits here may be higher or lower than overall.

Each structure is followed by: ERAP1 HTS inh, RAD52 inh, E-selectin induc
CCCCC[C@@H](C)N1C[C@H](COCc2ccccc2)Oc2cc(N3CC[C@H](O)C3)ccc2S1(=O)=O
  0, -4, 0.9
Cc1ccccc1-c1cccc2[nH]c3c(c12)CCN1C(=O)[C@H]2[C@H](C)ON(C)[C@H]2C[C@@H]31
  1, -84, 0.9
CCC(=O)N1[C@H](CO)[C@H](c2ccc(C#CC3(O)CCCC3)cc2)[C@@H]1CNC(C)=O
  -3, -13, 0.0
Cc1ccc(S(=O)(=O)Nc2ccccc2C(=O)NCC2CCCO2)cc1 (stereo not drawn)
  0, -10, -0.5
COc1cc(NC(=O)COC(=O)CNC(=O)c2ccc(C)cc2)c(C)cc1[N+](=O)[O-]
  0, -3, 0.3
Cc1ccc(NC(=O)/C=C/c2cccc(C(F)(F)F)c2)cc1
  0, -16, 0.8
O=S1(=O)N=C2CCCCCN2C(c2ccc(F)cc2)N1 (stereo not drawn)
  -4, -12, 2.9
CCOC(=O)C1=C(N)OC2=C(C(=O)CC(C)(C)C2)C1c1ccccc1OC (stereo not drawn)
  1, -11, 1.9
CCCCCC(=O)Nc1cc(S(=O)(=O)O)cc2cc(S(=O)(=O)O)cc(O)c12
  9, 27, -0.4
CCCCCCCCN1C(=O)[C@@H](CC(=O)NCC23CC4CC(CC(C4)C2)C3)C[C@@]2(C(=O)OC)C1=C[C@H](C1CCCC1)O[C@@H]2C
  3, -17, 0.0
CC(=O)N(C)C[C@H]1[C@@H](c2ccc(-c3cccc(F)c3)cc2)[C@@H](CO)N1C(C)=O
  1, -13, -0.3
CCOC(=O)c1cc(-c2ccc(N3C(c4ccsc4)=Cc4ccccc4C3CC(C)=O)cc2)cc([N+](=O)[O-])c1 (stereo not drawn)
  3, -5, -0.3
CC1(c2nnnn2Cc2ccccc2)CCC(=O)N1Cc1cccnc1 (stereo not drawn)
  -1, -7, 0.0
CC(=O)c1sc(-c2ccc(Cl)cc2)cc1N
  1, -3, 3.4
CC(C)(C)c1ccc(-c2n[nH]c(=S)n2CCCN2CCOCC2)cc1
  3, -1, 2.6
O=C1NC(=O)N2CCSC2(Cc2ccccc2)N1 (stereo not drawn)
  -5, -7, 3.7
Nc1[nH]c(C(=O)c2ccc(Cl)cc2)c(-c2ccc(Br)cc2)c1C(=O)NCc1ccc(Cl)cc1Cl
  0, -6, 0.0
Clc1ccc(C[n+]2csc3ccccc32)cc1
  -1, -15, -0.7
CC(=O)NC(c1ccc([N+](=O)[O-])cc1)c1c(O)ccc2ccccc12 (stereo not drawn)
  -3, -7, -0.1
Fc1ccc(/C=N/Nc2nn[nH]n2)cc1
  5, -15, 1.0
O=C(COC(=O)c1cc(Cl)ccc1O)c1ccc2c(c1)OCO2
  2, -6, 1.5
CC(=O)c1cnc2c(-c3ccccc3)c(C(F)(F)F)nn2c1C
  4, -36, 2.8
COc1ccc(CCNC(=O)c2coc(=O)c(Br)c2)cc1
  -1, -19, -0.1
O=C(Cc1c(Cl)cccc1Cl)OCC(=O)N1CCc2ccccc2C1
  8, 18, -1.4
CC(=O)Nc1ccccc1C(=O)C(=O)NCCc1ccccc1
  9, -25, -0.1
OCCN1CCN(c2nc(-c3ccccc3)c3cc(Br)ccc3n2)CC1
  -19, 6, 0.4
CC(=O)Nc1ccc(C(=O)OCc2ccc(Br)cc2)cc1
  6, 1, 0.2
CCCCCCCCN1C(=O)[C@H](CC(=O)N2CCN(C(=O)OCC)CC2)C[C@@]2(C(=O)OC)CC(C)(C)CC=C12
  0, 9, 0.0
CC(NCCCSc1ccccc1)C(O)c1ccc(O)cc1 (stereo not drawn)
  1, -1, 0.6
C[C@]12CCC3C(CC[C@H]4CC(O)CC[C@]34C)C1CC/C2=N/NC(=O)c1ccncc1 (stereo partly drawn)
  -1, 1, 18

Results in ERAP1 HTS inh, for six of the compounds above:
| smiles | ERAP1 HTS inh |
| --- | --- |
| COc1ccc(CCNC(=O)c2coc(=O)c(Br)c2)cc1 | -1 |
| O=C(Cc1c(Cl)cccc1Cl)OCC(=O)N1CCc2ccccc2C1 | 8 |
| CC(=O)Nc1ccc(C(=O)OCc2ccc(Br)cc2)cc1 | 6 |
| CCCCCCCCN1C(=O)[C@H](CC(=O)N2CCN(C(=O)OCC)CC2)C[C@@]2(C(=O)OC)CC(C)(C)CC=C12 | 0 |
| O=C(COC(=O)c1cc(Cl)ccc1O)c1ccc2c(c1)OCO2 | 2 |
| CC(=O)Nc1ccccc1C(=O)C(=O)NCCc1ccccc1 | 9 |

Further compounds follow.
Each structure is followed by: ERAP1 HTS inh, RAD52 inh, E-selectin induc
C#CCNC(=O)C[C@@H]1C[C@@]2(C(=O)OC)CC(C)(C)CC=C2N(Cc2cccc3ccccc23)C1=O
  -2, -8, -0.2
C/C=C/c1ccc([C@H]2[C@@H](CO)N(C(=O)C3CC3)[C@H]2CN(C)C(=O)CC)cc1
  -1, -7, 0.3
N#Cc1ccc(S(=O)(=O)N2CCCc3nc(-c4ccccc4)ccc32)cc1
  0, -17, 0.1
CC(C)NC(=O)C1(C)CN(S(C)(=O)=O)CC(=O)N1Cc1cccc(C(F)(F)F)c1 (stereo not drawn)
  1, -22, 2.5
Cc1ccc(NC(=O)N2CC(C)OC(C)C2)cc1[N+](=O)[O-] (stereo not drawn)
  0, -20, -0.1
Cc1c(Cl)cccc1NC(=O)C1CCCCC1
  -4, -15, 0.4
O=C(NC1CCCC1)C1C(c2ccc(C(F)(F)F)cc2)=Nc2ccccc2N1C(=O)c1cc2ccccc2[nH]1 (stereo not drawn)
  19, -37, 0.3
COc1ccccc1C(=O)NC(=O)COC(=O)Cn1cnc2c1c(=O)n(C)c(=O)n2C
  1, -16, -1.1
Nc1ccn([C@@H]2O[C@H](C(=O)N[C@H](Cc3ccccc3)C(=O)NCC(F)(F)F)[C@@H](O)[C@H]2O)c(=O)n1
  1, 0, 0.0
CCOC(=O)c1cc(-c2ccc(OC)cc2OC)nn1-c1ccc(C(=O)O)cc1
  -1, -7, -0.7
COc1ccccc1CCNC(=O)c1cccc(S(=O)(=O)NCc2ccccc2)c1
  -2, 10, 1.2
O=C1Nc2c(Cl)cc(Cl)cc2C12Nc1ccccc1S2 (stereo not drawn)
  0, -37, 0.1
CCc1cccc(OCCn2nc(C(=O)O)c3ccccc3c2=O)c1
  -7, -16, 1.1
Cc1sc(NC(=O)CCC(=O)O)c(C(N)=O)c1-c1ccccc1
  -2, -8, -1.5
[O-][n+]1ccc(OCc2ccccc2)cc1
  -1, -5, 0.2
COCC(=O)N1CCC2(CC1)CN(C(=O)c1ccccn1)[C@@H](CO)c1c2c2ccc(OC)cc2n1C
  -4, -1, 0.2
CCOc1ccc(C(CC(=O)O)NC(=O)c2sc3ccccc3c2Cl)cc1 (stereo not drawn)
  0, -10, 0.1
COc1ccc(C2=NN(C(=O)c3cccnc3)C(c3ccccc3)C2)cc1 (stereo not drawn)
  0, 1, -2.3
Cc1ccc(C2c3c(n[nH]c3C)C(=O)N2Cc2ccccc2)cc1 (stereo not drawn)
  1, 5, -0.2
CCOc1cc(C=O)ccc1OCC(=O)NC(C)(C)C
  6, 1, 0.8
Cc1cc(-c2n[nH]c(=S)n2/N=C/c2c[nH]c3ccccc23)n[nH]1
  3, -5, 0.1
NS(=O)(=O)c1cccc(NC(=O)CSc2nnc(-c3ccccc3)o2)c1
  -3, 0, 2.3
CCCCNC(=O)C1C(c2ccc(C(F)(F)F)cc2)=Nc2ccccc2N1C(=O)C1CCN(C(C)=O)CC1 (stereo not drawn)
  -1, -10, -0.1
O=Cc1coc([B-](F)(F)F)c1
  1, 11, 0.2
COC1=CC(=O)OC(c2cccc(Cl)c2)C1 (stereo not drawn)
  -4, -10, 0.0
CCN(CC)C(=O)c1ccc(NS(=O)(=O)c2ccc(/C=C/C(=O)O)cc2)cc1
  -1, -15, 3.1
CSC1(SC2=NCCN2)SC2(NCCN2)S1
  -3, -3, -0.2
O=C(N/N=C/c1ccccc1Cl)c1n[nH]c2c1CCCC2
  -4, -4, -0.1
COc1ccc2c3c(n(C)c2c1)[C@@H](CO)N(C(=O)c1cnccn1)CC31CN(C(=O)c2cnccn2)C1
  -5, 5, 0.0
CC(C)C[C@@H](CN1CCC[C@H]1CN1C(=O)C(=O)NC[C@@H]1Cc1ccc(O)cc1)N1C[C@H](Cc2ccc(O)cc2)N(CC2CCCCCC2)C(=O)C1=O
  1, -7, 0.3

Nothing new here: four of the compounds above.
Each structure is followed by: ERAP1 HTS inh, RAD52 inh, E-selectin induc
COC1=CC(=O)OC(c2cccc(Cl)c2)C1 (stereo not drawn)
  -4, -10, 0.0
CCN(CC)C(=O)c1ccc(NS(=O)(=O)c2ccc(/C=C/C(=O)O)cc2)cc1
  -1, -15, 3.1
CSC1(SC2=NCCN2)SC2(NCCN2)S1
  -3, -3, -0.2
O=C(N/N=C/c1ccccc1Cl)c1n[nH]c2c1CCCC2
  -4, -4, -0.1

(more compounds)
Each structure is followed by: ERAP1 HTS inh, RAD52 inh, E-selectin induc
Fc1ccccc1-c1nc(NCCCN2CCOCC2)c2ccccc2n1
  -1, -3, 0.5
COc1ccc2c3c([nH]c2c1)[C@H](CO)N(C(=O)C1CCCCC1)CC31CCN(C(=O)c2ccncc2)CC1
  -1, -8, -0.3
Cc1ccc(NC(=O)CCC(=O)c2cccs2)c(O)c1
  -1, -12, 0.1
Cc1[nH]c2ccccc2c1CC(=O)Nc1ccc(Oc2cccnc2)cc1
  -1, -59, 0.2
O=C(NC1CCC1)[C@@H]1[C@@H](CO)[C@@H]2Cn3c(ccc(-c4ccccc4F)c3=O)[C@@H]2N1Cc1ccccn1
  -3, -2, -0.5
CCN1C(=O)N[C@H]2C[C@H](C(=O)N3CCCC3)[C@H](C)[C@H](c3ccccc3)C[C@H]21
  -3, -15, 0.1
CC(=O)NC[C@H]1[C@@H](c2ccc(C#CC(C)C)cc2)[C@@H](CO)N1Cc1ccccn1
  4, -25, -0.2
Cc1cccc(C)c1NC(=O)C1(C)CSCC(=O)N1CCOc1ccccc1 (stereo not drawn)
  -1, 4, 0.1
O=C(Cn1nc(-c2ccccc2Cl)ccc1=O)Nc1ccc(Br)cc1
  -1, -7, 1.5
COc1cccc(C2CC(c3ccc(NS(C)(=O)=O)cc3)=NN2C(=O)c2ccccc2)c1OC (stereo not drawn)
  -1, -158, -0.3
CC(=O)N(C(C)=O)S(=O)(=O)c1ccc(N=NN2CCOCC2)cc1
  0, -3, -1.5
COc1ccc(/C=N/NC(=O)CSCC(=O)Nc2ccccc2)cc1
  4, -1, 0.0
CC(C)C[C@H](NC(=O)C1CCCC1)C(=O)N1CCC[C@H]1C(=O)NCc1ccccc1
  4, -3, -0.3
CC(C)(C)c1[nH]nc2c1C(c1ccsc1)C(C#N)=C(N)O2 (stereo not drawn)
  -17, -9, 1.5
CCOC(=O)N1CCN(C(c2ccnc3ccccc23)c2nnnn2-c2ccc3c(c2)OCCO3)CC1 (stereo not drawn)
  3, -11, 0.0
Cc1cccc(-c2nc(CS(=O)CC(=O)NCc3ccco3)c(C)o2)c1 (stereo not drawn)
  -3, -4, -0.1
C=CCN=C1NC(c2cccc(C(F)(F)F)c2)C(C(=O)OC)=C(C)N1Cc1ccccc1C(F)(F)F (stereo not drawn)
  2, -10, -0.4
CCOC(=O)C1=CCN(S(=O)(=O)c2ccc(Cl)cc2)C1c1ccc(Cl)c(Cl)c1 (stereo not drawn)
  -1, -17, -1.6
O=c1c2ccccc2cnn1Cc1n[nH]c(=S)n1C1CC2CCC1C2 (stereo not drawn)
  2, 3, 1.2
CC1Cc2ccccc2N1CC(=O)NC(c1ccccc1)c1ccccc1 (stereo not drawn)
  -3, -28, 1.9
Nc1[nH]c(N=NC(=O)c2ccccc2)c2ccccc12
  -1, -9, -0.4
CSCCC(NC(=O)COc1ccccc1)C(=O)OCCOc1ccc(Br)cc1 (stereo not drawn)
  -3, -10, 1.5
COc1ccc(CCN(Cc2ccccn2)C(=S)Nc2ccccc2C)cc1OC
  -2, -10, 0.0
Cc1nn(-c2ccccc2)c(N)c1Sc1ccccc1[N+](=O)[O-]
  1, -4, -3.1
CCOc1ccc(-c2c[n+]3c(n2-c2ccccc2)CCCCC3)cc1
  -2, -6, -0.1
CCCC#Cc1ccc([C@H]2[C@@H](CO)N(C(C)=O)[C@H]2CNC(=O)C2CC2)cc1
  1, -35, 0.8
CC(=O)c1ccc(S(=O)(=O)Nc2c(C)nn(C)c2C)cc1
  1, -9, 0.0
COC(=O)C1=C(C)N(Cc2ccccc2C(F)(F)F)C(=NCc2ccccc2)NC1CCc1ccccc1 (stereo not drawn)
  -7, -8, 2.1
O=C(Nc1cccc(-c2cn3ccccc3n2)c1)c1ccccc1
  0, -2, -0.7
CC(C)(C)NC(=O)C(c1cccc2ccccc12)n1c(=O)c(-c2ccccc2)nc2ccccc21 (stereo not drawn)
  0, -8, 0.0

Assay outcomes from PubChem BioAssay.
